Screens (PubChem BioAssay)
Cav3 T inh = inhibitors of human Cav3.2 T-type calcium channel | Cav3.2-expressing cells, Fluo-4 calcium fluorescence FDSS; active compounds read low | B-score at 10 µM | hit rate 4% among 100,000 | AID 449739;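 active = single-dose well whose peak fluorescence ratio is a statistical outlier from its plate by either plate-standardised score or position-corrected B-score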
Starred values were filed as active, the others as inactive. The list is partial; rates above refer to the full screens.

SMILES	Cav3 T inh
CCCCS(=O)(=O)N1C2=NC(C(=O)OC)=C(C(=O)OC)[C@@H]3N(C)c4ccc(OC)cc4[C@]23C[C@H]1C(=O)OC	-0.137
Cc1ccc(NC(=S)NCCO)c(C)c1	-0.118
COc1cc(OC)c2ccc(=O)oc2c1C(CC(=O)N1CCCC1)c1ccc2c(c1)OCO2 (configuration not stated)	0.684
O=C(Nc1cnn(Cc2ccc(Cl)c(Cl)c2)c1)C12CC3CC(CC(C3)C1)C2	-0.0433
Oc1ccccc1-c1nnc(COc2ccccc2)o1	-1.05
Cc1n[nH]c(C)c1S(=O)(=O)N1CCCC(C(=O)Nc2nccs2)C1 (configuration not stated)	1.5
CC(=O)Nc1cccc(NC(=O)C2CCCN2C(=O)Nc2ccc(C)cc2)c1 (configuration not stated)	-3.75
O=C(c1ccc2c3n(nc2c1)-c1ccccc1CO3)N1CCCCC1	0.794
Cc1ccc(C(=O)/C=C/Nc2cccc(O)c2)cc1	-1.72
Cc1nnc(NC(=O)CSc2nnc(Cc3cccn3C)n2C)s1	0.402
Cc1ccc(N2CCN(CC(O)COC3CCCCC3)CC2)cc1 (configuration not stated)	-1.7
CCOC(=O)c1ccc(NC(=O)c2nc[nH]c2C(=O)N2CCC(C)CC2)cc1	0.0426
O=S(=O)(c1ccc(NC2CCCCC2)cc1)N1CCOCC1	-0.267
CC(=O)NCCc1nc2ccccc2n1Cc1ccccc1	-0.859
COc1ccc(Nc2nnc(C)c(=O)[nH]2)cc1	0.551
COc1ccc(OCC(=O)N2CC3(C)CC2CC(C)(C)C3)cc1 (configuration not stated)	-1.7
CC(=O)c1c(C)n(-c2ccc(N(C)C)cc2)c2ccc(OCC(N)=O)cc12	0.136
CN(C)C(=O)N1CCCC(C(=O)NCc2ccccc2Cl)C1 (configuration not stated)	0.249
Cc1cc(C)cc(NS(=O)(=O)c2ccc3c(c2)c(=O)n(C)c(=O)n3C)c1	-2.9
CNC(=O)CN1C(=O)CSc2ncccc21	0.604
CCCCCCOc1ccc(C(=O)n2cnc(N)n2)cc1	-0.0743
Cc1ccccc1N/C(=C(/C(Cl)=C(Cl)Cl)[N+](=O)[O-])n1nnc2ccccc21	1.36
CCOC(=O)c1c(C=O)c(C)n(Cc2ccc(Cl)cc2)c1C	-2.33
NC(=O)C1CCN(CC(=O)N2c3ccccc3CCc3ccccc32)CC1	0.481
Cc1ccc(OCCN2CCCCCC2)c(C)c1	-0.483
Cc1nc(-c2c(C(F)(F)F)noc2-c2ccc(O)cc2O)cs1	-0.996
Cc1ccc(S(=O)(=O)NCC23C=CC(O2)C2C(=O)N(c4ccccc4)C(=O)C23)cc1 (configuration not stated)	0.945
COCCNC(=O)c1onc(CSc2cccc(Cl)c2)c1C(=O)O	0.288
Cc1cc(NC(=O)CSc2nc(-c3ccco3)cc(C(F)(F)F)n2)no1	-1.98
Cc1c(Cc2ccccc2)c(=O)oc2cc(OCc3nn[nH]n3)ccc12	1.67
C=C(C)CC1N(c2cccc(OC)c2)C(=O)[C@@H]2C(C(=O)O)[C@H]3C=C[C@@]12O3 (some centres not stated)	0.0707
Cc1cccc(OCc2nnc(NC(=O)c3cccs3)s2)c1	0.0518
Cc1cc(NC(=O)c2nn3cccnc3c2Cl)no1	-1.33
COC(=O)N1CCN(c2ccc(Cl)c(Cl)c2)CC1	-1.11
Cc1nc2ccccc2c2oc(C(=O)NCc3ccccn3)cc12	1.18
CCc1nnc(NC(=O)CSc2nnc(CNc3ccc(F)cc3)n2C2CCCCC2)s1	-1.12
Cc1ccc(Cn2cnc3c(nnn3Cc3ccc(Cl)cc3)c2=O)cc1	-0.971
C#CCOCCOCCOCCNc1nc(N2CCN(C(=O)[C@H]([C@@H](C)CC)n3cc(CCC(=O)O)nn3)CC2)nc(N2CCN(C(=O)[C@H](C)n3cc(CCCN=C(N)N)nn3)CC2)n1	0.0485
O=C(CSc1nnc(-c2ccncc2)n1-c1ccc(Cl)cc1)N1CCOCC1	0.33
CCN(CCNC(=O)CN(C)S(=O)(=O)c1cccc2nsnc12)c1ccccc1	-0.0852
O=C(NNC1=NCCC1)c1ccc(Br)cc1	0.0164
Cc1c(NC(=O)c2ccc(Br)o2)c(=O)n(-c2ccccc2)n1C	-0.0173
O=C(CSCc1ccccc1)Nc1ccc(S(=O)(=O)N2CCOCC2)cc1	-1.88
C=CCOc1cccc(C2C(C(=O)c3ccco3)=C(O)C(=O)N2CCN(CC)CC)c1 (configuration not stated)	1.18
COc1cc(-c2nc(-c3ccc4c(c3)-c3ccccc3S4(=O)=O)c(-c3ccccc3)[nH]2)cc(OC)c1O	-1.37
O=C1NC2(NN1c1ccccc1)C1CC3CC(C1)CC2C3 (configuration not stated)	0.309
CCC1(C)Cc2c(sc3nnn(CC(=O)Nc4cccc5ccccc45)c(=O)c23)CO1 (configuration not stated)	-1.92
O=C(Cn1cc2c(n1)CCCC2)NCC1CCCO1 (configuration not stated)	0.0334
CC(C)(C)c1ccc(-c2nnc(NC(=O)c3ccccc3)s2)cc1	0.452
Cc1ccccc1C1CC(c2ccccc2OC(F)F)Nc2ncnn21 (configuration not stated)	-4.12*
CC(C)N1CC(C(=O)Nc2ccc(Br)c(Cl)c2)CC1=O (configuration not stated)	0.697
CC(CCc1ccccc1)NS(=O)(=O)c1ccccc1 (configuration not stated)	-2.5
O=C(Nc1ccccc1C(=O)N1CCCC1)c1cccc(S(=O)(=O)N2CCCCCC2)c1	-1.24
CC(C)Cn1c(-c2ccccc2)nc(=S)c2c1CCCC2	0.987
Cc1ccc(S(=O)(=O)NCC(=O)N(CC(=O)NCC2CCCO2)Cc2ccccc2)cc1 (configuration not stated)	-0.65
COc1ccc(CNC(=O)c2cnc3cc(C)ccn3c2=O)cc1	0.0569
O=C(Cc1cccs1)Nc1cccc(-c2nc3ccccc3o2)c1	-0.309
COc1ccc2cc(C(c3nnnn3CCc3ccccc3)N3CCCC(C)C3)c(=O)[nH]c2c1 (configuration not stated)	-3.17
COc1ccccc1NC(=O)NC1(C(=O)N2CCC(O)CC2)CCCCC1	-0.389
Cc1ccccc1NC(=O)c1cccc2nccnc12	-0.884

Next part.
SMILES	Cav3 T inh
CC(C)CCNC(=O)C(Cc1ccccc1)NS(=O)(=O)c1ccc2c(c1)c(=O)n(C)c(=O)n2C (configuration not stated)	0.806
Cc1cc(O)c(NC(=S)NC(=O)c2ccc(-c3ccc(Cl)cc3)o2)cc1C	-0.282
Cc1cccc(C)c1NC(=S)N1CCC(N(C)CC2CCCO2)CC1 (configuration not stated)	1.17
COC(=O)c1cccc(S(=O)(=O)N2CCCCC2)c1	-0.838
O=C(CCCn1c(=S)[nH]c2cc3c(cc2c1=O)OCO3)N1CCN(c2ccccn2)CC1	1.42
COc1cccc(OC)c1C(=O)Nc1nnc(C(C)C)s1	-0.766
COC(=O)c1ccc(CNC(=O)/C=C/c2cc([N+](=O)[O-])ccc2OC(F)F)cc1	0.0108
CSc1ccc(-c2c(C#N)c(N)nc3c2c(C)nn3-c2ccccc2)cc1	-1.02
CCCNC(=O)CSc1nnc(C)s1	0.34
CC(=O)c1cccc(-n2c(CCC(=O)O)ccc2-c2cccs2)c1	0.345
CCOC(=O)C(C(=O)Nc1ccccc1)C1CCCCC1 (configuration not stated)	-1.18
CC(=O)Oc1ccccc1C1OCCN1C(C)=O (configuration not stated)	0.888
Cn1c(=O)c2c(nc(CN3CCOCC3)n2CCCc2ccccc2)n(C)c1=O	0.244
COc1cc2[nH]c(=O)n(C3CCCCC3)c(=O)c2cc1OC	0.715
Cc1nn2c3c(cnc2c1-c1ccccc1)C(=O)CC(c1ccccc1)C3 (configuration not stated)	0.057
O=C1C2C3C=CC(C3)C2C(=O)N1Cc1cccnc1 (configuration not stated)	0.0814
C=CCN1C(=O)C(CC(=O)Nc2ccccc2)SC1=Nc1c(C)n(C)n(-c2ccccc2)c1=O (configuration not stated)	0.427
O=c1[nH]cc(F)c(=O)[nH]1	0.0406
CCCn1c(=O)c2ccccc2n2c(SCc3c(C(=O)OCC)oc4ccccc34)nnc12	-3.27
CC1(C)Cc2c(sc3nc(SCC(=O)NCc4ccccc4)n(-c4ccccc4)c(=O)c23)CS1	-0.408
O=C(CSc1nnc(CNc2ccc(F)cc2)o1)N1c2ccccc2Sc2ccccc21	-5.49*
COc1ccc(C(=O)/C=C/c2ccccc2)c(O)c1	0.673
COc1ccc2nc(NCc3ccccc3)[nH]c2c1	0.317
COc1ccc(CC(NC(C)=O)C(=O)NC2CCN(C(=O)NCc3ccccc3)CC2)cc1 (configuration not stated)	0.843
CC(C)(C)SCCNS(=O)(=O)c1ccccc1	-1.23
CSc1nc(Oc2ccccc2)c2sccc2n1	0.455
Cc1ccc(OCC(=O)NC(=S)Nc2ccc(Br)c(C)n2)cc1	0.0424
O=C(Nc1ccc(Cl)cc1)c1ccc2c(c1)OCO2	-0.234
O=C(NCCCN1CCC(Cc2ccccc2)CC1)C1CC(=O)N(C2CCCC2)C1 (configuration not stated)	-0.446
CCCc1[nH]nc2c1C(c1ccc(OC(=O)N3CCOCC3)c(OC)c1)C(C#N)=C(N)O2 (configuration not stated)	0.0839
CCn1c(SCc2nc3ccccc3nc2C)nnc1-c1cccs1	0.482
CSc1nc(Cl)c(Cc2ccc(OC(C)C)cc2)c(N2CCOCC2)n1	-0.551
O=C(COC(=O)C12CC3CC(CC(O)(C3)C1)C2)N1CCN(S(=O)(=O)c2ccc(Cl)cc2)CC1	0.86
CCOC(=O)c1c(C)n(C)c2ccc(OCC(O)Cn3nc(C)cc3C)cc12 (configuration not stated)	-1.69
C/C(=N/NS(=O)(=O)c1ccc(C)cc1)c1cccc(NC(=O)c2cccc(Cl)c2)c1	-1.52
COC(=O)CC1=C(C(=O)OC)C(c2cc(OC)c(OC)cc2OC)C(C#N)=C(N)O1 (configuration not stated)	0.89

As a working copy, part of the list above.
SMILES	Cav3 T inh
CC1(C)Cc2c(sc3nc(SCC(=O)NCc4ccccc4)n(-c4ccccc4)c(=O)c23)CS1	-0.408
O=C(CSc1nnc(CNc2ccc(F)cc2)o1)N1c2ccccc2Sc2ccccc21	-5.49*
COc1ccc(C(=O)/C=C/c2ccccc2)c(O)c1	0.673
COc1ccc2nc(NCc3ccccc3)[nH]c2c1	0.317
COc1ccc(CC(NC(C)=O)C(=O)NC2CCN(C(=O)NCc3ccccc3)CC2)cc1 (configuration not stated)	0.843
CC(C)(C)SCCNS(=O)(=O)c1ccccc1	-1.23
CSc1nc(Oc2ccccc2)c2sccc2n1	0.455
Cc1ccc(OCC(=O)NC(=S)Nc2ccc(Br)c(C)n2)cc1	0.0424
O=C(Nc1ccc(Cl)cc1)c1ccc2c(c1)OCO2	-0.234
O=C(NCCCN1CCC(Cc2ccccc2)CC1)C1CC(=O)N(C2CCCC2)C1 (configuration not stated)	-0.446
CCCc1[nH]nc2c1C(c1ccc(OC(=O)N3CCOCC3)c(OC)c1)C(C#N)=C(N)O2 (configuration not stated)	0.0839
CCn1c(SCc2nc3ccccc3nc2C)nnc1-c1cccs1	0.482
CSc1nc(Cl)c(Cc2ccc(OC(C)C)cc2)c(N2CCOCC2)n1	-0.551
O=C(COC(=O)C12CC3CC(CC(O)(C3)C1)C2)N1CCN(S(=O)(=O)c2ccc(Cl)cc2)CC1	0.86
CCOC(=O)c1c(C)n(C)c2ccc(OCC(O)Cn3nc(C)cc3C)cc12 (configuration not stated)	-1.69
C/C(=N/NS(=O)(=O)c1ccc(C)cc1)c1cccc(NC(=O)c2cccc(Cl)c2)c1	-1.52
COC(=O)CC1=C(C(=O)OC)C(c2cc(OC)c(OC)cc2OC)C(C#N)=C(N)O1 (configuration not stated)	0.89

Other entries follow.
SMILES	Cav3 T inh
Cc1ccc(NC(=O)NC(=O)N(c2ccccc2)S(C)(=O)=O)cc1	0.368
COC(=O)C1CCN(C(=O)CN2C(=O)NC(CCc3ccccc3)C2=O)CC1 (configuration not stated)	-1.31
COc1ccc(C[C@@H]2CN3C(=NC[C@@H]3C)N2C[C@H](C)NC(=O)c2ccc(C)c(Br)c2)cc1	-0.275
CCOc1cc(C(=O)Nc2cnccn2)cc(OCC)c1OCC	-0.469
N#Cc1cc2c(=O)n3ccccc3nc2n(CCCN2CCOCC2)c1=O	1.17
O=C(N/N=C/c1cccc(O)c1)c1ccc(COc2ccc3c(c2)CCC3)o1	0.528
COc1ccc(NC(=O)c2oc3ccccc3c2NC(=O)c2ccco2)cc1	-1.69
CC1(c2nnc(-c3cccc(Cl)c3)o2)CC(c2ccccc2)=NO1 (configuration not stated)	0.391
O=c1oc2ccccc2cc1C1=Nn2c(nnc2-c2cccnc2)SC1	0.725
Cc1nnc(SCC(=O)N2CC(=O)Nc3ccccc32)n1Cc1ccccc1	-0.162
CC(C)NS(=O)(=O)c1ccc(CCC(=O)NCc2ccc3c(c2)OCO3)cc1	-1.85
O=C(Nc1cccn(Cc2c(Cl)cccc2Cl)c1=O)c1c(Cl)cccc1Cl	-6.49*
COc1ccc(CN(C(=O)c2ccccc2OC)C2CCS(=O)(=O)C2)cc1 (configuration not stated)	1.37
CCn1c(SCC(=O)c2ccc(Cl)s2)nnc1-c1cccs1	-1.02
CCCC(=O)Nc1ccc(N2CCCCC2)cc1	-0.34
O=C(NCc1nc2ccccc2[nH]1)C1=C[C@@H](c2ccc(C(F)(F)F)cc2)C[C@@H](OCc2ccc(CO)cc2)O1	-2.47
O=C1NC(=O)C2(COC3(CCCC3)OC2)S1	-0.26
Cc1onc(-c2ccccc2)c1C(=O)Nc1ccc2c(c1)OCCO2	-0.419
N#Cc1c2c(c(-c3ccccc3)[nH]c1=O)CCCC2	0.634
COc1cccc2c1C(=O)c1c(O)c3c(c(O)c1C2=O)C[C@@](O)(C(=O)CO)C[C@@H]3O[C@H]1C[C@H](N)[C@H](O)[C@H](C)O1	-5.74*
Cc1cccc(-n2nc(C(=O)Nc3ccccc3)n3c(=O)cc(-c4ccccc4)nc23)c1	-0.0517
O=C(NC1CC2CCCC(C1)N2S(=O)(=O)c1ccccc1)c1ccccc1 (configuration not stated)	1.76
Cc1cc(NC(=O)CSc2nccn2-c2ccc(Cl)cc2)no1	-0.225
CN(C#N)c1nc(N2CCOCC2)nc(N2CCOCC2)n1	0.395
CCOC(=O)c1sc(NC(=O)CCSC)nc1C	-0.943
FC(F)(F)c1ccc(CN2C[C@@H]3C(c4ccc(C(F)(F)F)cc4)C4(c5cccnc5)CC3(C4)[C@H]2c2ccccc2)cc1 (some centres not stated)	-0.201
Cc1cccc(C)c1OCC(=O)Nn1c(COc2ccccc2)nc2ccccc2c1=O	-0.442
